Source: PubChem BioAssay (National Center for Advancing Translational Sciences (NCATS))
RXFP1 antag: RXFP1 (human) relaxin receptor antagonism; actives 0.59% (n = 350,000); HEK293-RXFP1, relaxin-stimulated cAMP HTRF, 30 min; stronger effect = lower value; Q9HBX9; activity change, negative = inhibition, % at 57.5 µM;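 active means activity change of -60% or lower, but not beyond a set lower limit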; further: on the % scale 0 is the no-effect control and ±100 the full control effect
TRHR enhancer: allosteric enhancers of human TRH receptor. enhancement, % at 2 µM. actives 0.66% (n = 360,000). P34981. TRHR cells, fluo-8 calcium fluorescence, EC20 TRH enhancement. AID 493056; in the data active means enhancement above about 30%; further: 0% is about no effect
Target sequence (P34981 whole entry, looked up): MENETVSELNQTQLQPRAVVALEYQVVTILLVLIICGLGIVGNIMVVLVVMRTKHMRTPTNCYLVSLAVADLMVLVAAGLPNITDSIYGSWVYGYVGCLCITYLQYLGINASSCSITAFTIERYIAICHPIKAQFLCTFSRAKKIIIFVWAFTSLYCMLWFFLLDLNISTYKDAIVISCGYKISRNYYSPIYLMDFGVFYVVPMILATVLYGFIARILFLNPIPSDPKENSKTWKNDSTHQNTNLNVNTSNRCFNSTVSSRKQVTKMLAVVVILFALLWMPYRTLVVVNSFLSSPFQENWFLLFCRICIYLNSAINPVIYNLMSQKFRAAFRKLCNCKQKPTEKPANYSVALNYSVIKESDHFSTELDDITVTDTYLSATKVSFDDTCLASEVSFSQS
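Enhancer read-out: after compound pinning and an initial kinetic agonist-mode read, an EC20 of TRH (10 nM final) was injected and fluo-8 calcium signal (Ex 480/Em 530) followed at 1 s/cycle for 100 cycles in TRHR-expressing cells.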
D1 antag: blocks dopamine activation of the human D1 receptor; P21728; HEK293 TREx D1 cells, calcium flux, dopamine EC80; stronger effect = lower value; activity change, negative = inhibition, % at 10 µM; actives 3.2% (n = 360,000); in the data active means activity change below about -30%; further: on the % scale 0 is the no-effect control and ±100 the full control effect
Target sequence (P21728 whole entry, looked up): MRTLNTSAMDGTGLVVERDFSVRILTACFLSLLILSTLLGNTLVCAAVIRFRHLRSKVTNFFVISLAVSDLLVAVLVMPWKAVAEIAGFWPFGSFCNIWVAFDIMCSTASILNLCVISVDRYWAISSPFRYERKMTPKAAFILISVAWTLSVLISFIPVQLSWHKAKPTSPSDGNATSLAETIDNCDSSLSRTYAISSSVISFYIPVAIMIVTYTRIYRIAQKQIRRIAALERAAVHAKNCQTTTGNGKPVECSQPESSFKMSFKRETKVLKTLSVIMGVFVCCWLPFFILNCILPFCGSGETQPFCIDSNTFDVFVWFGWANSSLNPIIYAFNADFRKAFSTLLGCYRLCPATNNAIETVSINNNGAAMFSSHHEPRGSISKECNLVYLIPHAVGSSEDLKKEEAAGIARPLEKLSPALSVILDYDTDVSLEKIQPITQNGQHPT
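Tetracycline-induced HEK293 T-REx cells with force-coupled D1 receptor were loaded with a no-wash calcium dye. Compound was added after a 10 s baseline and read kinetically for 180 s; EC80 dopamine was then added and calcium flux followed another 180 s.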
D1 agonist: activates the human D1 dopamine receptor | HEK293 T-REx D1 cells, calcium flux, agonist mode | P21728 | actives 1% (n = 360,000) | activation, % at 2 µM; further: 0% is about no effect
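Agonism was scored from calcium flux recorded over 180 s (1 read/s) after pintool compound addition, following a 10-cycle baseline. Cells were inducible force-coupled HEK293 TREx D1, plated overnight at 30 C and loaded with no-wash calcium dye.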
TRHR agonist: agonists of human TRH receptor; P34981; TRHR cells, calcium flux fluo-8, FDSS agonist mode; activation, % at 2 µM; actives 0.18% (n = 360,000); AID 493084; further: 0% is about no effect
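Fluo-8-loaded TRHR cells; 10 s baseline, compound added, kinetic Ca2+ fluorescence read 1/s, agonist mode.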
D2 agonist: D2 dopamine receptor (human) agonism | P14416 | HEK293 T-REx D2 cells, calcium flux agonist mode | activation, % at 2 µM | actives 0.53% (n = 340,000) | AID 485358;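 active means activation over 3 SD above normal in the single-dose calcium agonist read, cut at about 30% in these data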; further: 0% is about no effect
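Tetracycline-induced HEK293 Trex cells with D2 receptor force-coupled to calcium signaling, plated overnight at 30 C and loaded with no-wash calcium dye. Calcium flux read kinetically for 180 s after compound addition; responses flag agonists.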
D2 PAM: D2 dopamine receptor (human) potentiation; P14416; HEK293 T-REx D2, calcium flux, EC20 dopamine potentiation; potentiation, % at 10 µM; actives 0.34% (n = 340,000);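 active means potentiation over 3 SD above the plate norm, cut at about 30% in these data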; further: 0% is about no effect
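Tetracycline-induced HEK293 T-REx cells force-coupled to calcium signalling expressed D2; compounds were pin-added after a 10 s baseline, read kinetically 180 s, then an EC20 dopamine challenge followed with a further 180 s calcium read.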
D1 PAM: potentiators of human D1 dopamine receptor | P21728 | HEK293 TREx D1 cells, calcium flux, dopamine EC20 potentiation | potentiation, % at 10 µM | actives 0.036% (n = 360,000) | AID 504651; in the data active means potentiation above about 30%; further: 0% is about no effect
D2 antagonist: antagonizes the human D2 dopamine receptor | P14416 | HEK293 TREx D2 cells, calcium flux, dopamine EC80 | actives 2% (n = 340,000) | inhibition, % at 10 µM; in the data active means inhibition above about 30%; further: 0% is about no effect
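Inhibition of EC80 dopamine-driven calcium flux, recorded kinetically, defines activity here; cells are a tetracycline-induced HEK293 T-REx line expressing force-coupled D2.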
The depositor's hits bear a star; . = no result given; & = joins results of further samples. Unless noted, no stated cut-off is given here; in the data, active means activation above about 30%; inactive means the rest.

Every second line gives: RXFP1 antag	TRHR enhancer	D1 antag	D1 agonist	TRHR agonist	D2 agonist	D2 PAM	D1 PAM	D2 antagonist
Cc1ccc2c(c1)COc1c3ccc(C(=O)NCC4CC4)cc3nn1-2
→ .	-4.8	16.7	-0.4	-0.8	0.0	-10.2	5.8	-17.9
CCCN(CC(=O)Nc1ccccc1OC)C(=O)CN1C(=O)NC2(CCCCC2)C1=O
→ -1.5	-2.9	24.5	1.6	-0.1	-0.5	-2.9	-6.7	13.5
O=C(COC(=O)C1(c2ccc(F)cc2)CCCC1)N1CCOCC1
→ -10.6	5.4	13.5	0.2	1.6	0.4	9.3	-3.5	0.5
Cc1nc(SCC(=O)N2CCOCC2)c2c(=O)n(C)c(=O)n(C)c2n1
→ -7.2	0.4	-5.7	1.0	0.0	0.6	3.9	2.9	-6.7
CC(CCc1ccccc1)NC(=O)CCNS(=O)(=O)c1ccccc1 (stereo not drawn)
→ 28.0	2.3	-11.3	3.2	-0.3	-0.1	13.0	-1.9	-6.6
Cc1onc(-c2c(Cl)cccc2Cl)c1C(=O)N1CCN(Cc2ccccc2)CC1
→ -3.3	-3.2	4.6	-3.4	2.1	-0.7	-0.3	-5.3	-17.9
CC(SCc1ccc(C(=O)O)o1)c1ccc(C(=O)O)o1 (stereo not drawn)
→ 3.2	5.0	0.7	2.2	0.0	.	.	-12.1	.
CC1Cc2cc(S(=O)(=O)NCc3ccccc3Cl)ccc2N1C(=O)C1CCC1 (stereo not drawn)
→ -10.7	3.2	-80.4*	4.9	-0.2	0.2	.	-3.5	.
CC1CCC2C(=O)N(c3ccc(NC4CCN(Cc5ccccc5)CC4)c([N+](=O)[O-])c3)C(=O)C2C1 (stereo not drawn)
→ -2.8	-0.6	-0.3	-0.2	-0.3	0.0	-3.8	-0.1	-24.5
Cc1noc(C)c1S(=O)(=O)Nc1cc(C(F)(F)F)ccc1N1CCOCC1
→ 9.8	2.9	9.8	3.2	0.7	0.8	-1.6	-3.6	-0.2
CCOC(=O)c1sc(NC(=O)Cc2ccccc2OC)nc1C
→ -3.6	0.9	-14.9	5.0	-0.5	-1.8	10.7	-1.3	2.9
CC1=Nc2cccc([N+](=O)[O-])c2NC(=O)C1
→ 6.2	-3.4	-2.6	0.2	0.0	-0.2	7.0	-2.5	6.8
O=C(O)CCC(=O)Nc1ccc(-c2nc3ccc(C(=O)c4ccccc4)cc3[nH]2)cc1
→ -7.0	3.1	-12.8	2.0	0.2	-0.1	-1.0	-0.9	-8.3
Cc1ccc(S(=O)(=O)NCCC(=O)N2CCN(Cc3ccccc3)CC2)cc1
→ -9.9	-3.9	8.8	-3.9	-0.6	0.4	-8.8	-2.0	8.5
O=C(c1ccccc1)c1ncc(C(F)(F)F)cc1Cl
→ -10.0	5.5	-8.7	2.8	-1.4	-1.0	21.1	-2.6	-1.8
CCc1cccc(CC)c1NC(=O)C(CC)Sc1nc2ccncc2[nH]1 (stereo not drawn)
→ .	-3.7	-2.8	6.1	-0.9	-1.4	-1.8	-7.6	-10.9
CN(C)/C=C/C(=O)c1cnc(-c2cccc(Cl)c2)s1
→ -9.6	-1.5	1.0	0.5	-0.6	0.4	5.7	1.7	10.3
CCN(CC)CCCn1c(=S)[nH]c2ccccc2c1=O
→ -7.2	-8.8	35.8	0.2	-0.8	7.0	-25.1	-4.4	-11.1
Cc1nnc(NC(=O)c2cc(-c3ccncc3)nc3c(C)cccc23)s1
→ 6.1	-2.2	-5.3	-0.3	0.7	.	.	5.2	.
C[N+](C)(C)CCNC(=O)c1cc[n+](Cc2ccccc2)c(/C=N/O)c1
→ -5.7	40.4*	-0.2	4.8	0.6	0.6	1.2	-2.0	10.1
COCCNC(=O)c1ccc(NS(=O)(=O)c2ccc3[nH]c(=O)[nH]c3c2)cc1
→ -0.6	4.4	0.3	2.9	0.4	0.5	-1.8	-1.5	-9.8
CC(=O)c1ccc(S(=O)(=O)N2CCC(Oc3ccc(-n4cnnn4)cc3)CC2)cc1
→ -0.7&5.8	-0.9&-6.6	-11.5&0.6	14.8&-0.3	0.4&2.0	0.9	-5.9&16.4	0.4&0.8	16.8
CCCC(=O)C1=C(O)C(C(=O)OC)C(C)(C)CC1=NCCc1ccc(OC)c(OC)c1 (stereo not drawn)
→ 1.3	3.7	4.3	1.3	-0.5	-0.2	14.8	3.0	6.1
Cc1ccc(NC(=O)COC(=O)C2CC2(Cl)Cl)cc1C (stereo not drawn)
→ 0.8	3.5	-22.6	2.1	-0.3	-0.3	5.3	4.5	-2.1
CCOCC(=O)Nc1cc(S(=O)(=O)N2CCOCC2)ccc1N1CCCCC1
→ -8.8	11.5	6.9	0.4	-1.4	-0.8	-23.1	9.2	2.9
O=C(NC1CCCCC1)C(c1ccc2ncccc2c1)N(Cc1cccs1)C(=O)c1cccs1 (stereo not drawn)
→ 8.3	19.5	3.1	-1.0	0.2	-0.1	25.5	6.6	1.2
COc1ccc(NC(=O)N2CCc3c(sc4c3CCCC4)C2c2ccccc2OC)cc1 (stereo not drawn)
→ -7.6	-0.4	-7.6	0.2	0.5	0.3	-6.0	-1.6	.
NC(=O)c1cc2ccccc2o/c1=N/NC(=O)c1cccc(Cl)c1
→ 3.0	1.3	1.2	0.2	-0.8	-0.6	4.8	3.0	49.0*
CCCc1nc2ccc(NC(C)=O)cc2c(=O)n1Cc1ccccc1Cl
→ 3.6	0.4	-4.7	4.0	0.2	0.0	0.8	-1.2	-0.8
CN(Cc1ccco1)C(=O)Cn1nc(-c2ccc(Cl)cc2)ccc1=O
→ -3.8	0.6	4.8	2.2	-0.5	-0.4	-3.4	-2.0	3.9

Random excerpt: 4 entries already listed, in no set order.
Every second line gives: RXFP1 antag	TRHR enhancer	D1 antag	D1 agonist	TRHR agonist	D2 agonist	D2 PAM	D1 PAM	D2 antagonist
Cc1noc(C)c1S(=O)(=O)Nc1cc(C(F)(F)F)ccc1N1CCOCC1
→ 9.8	2.9	9.8	3.2	0.7	0.8	-1.6	-3.6	-0.2
NC(=O)c1cc2ccccc2o/c1=N/NC(=O)c1cccc(Cl)c1
→ 3.0	1.3	1.2	0.2	-0.8	-0.6	4.8	3.0	49.0*
CCOCC(=O)Nc1cc(S(=O)(=O)N2CCOCC2)ccc1N1CCCCC1
→ -8.8	11.5	6.9	0.4	-1.4	-0.8	-23.1	9.2	2.9
CCN(CC)CCCn1c(=S)[nH]c2ccccc2c1=O
→ -7.2	-8.8	35.8	0.2	-0.8	7.0	-25.1	-4.4	-11.1

More structures follow:
Every second line gives: RXFP1 antag	TRHR enhancer	D1 antag	D1 agonist	TRHR agonist	D2 agonist	D2 PAM	D1 PAM	D2 antagonist
COc1ccc(-c2c(C)nn3c(Cl)c(C)c(C)nc23)cc1
→ 10.1	0.6	28.0	-1.4	-0.6	-0.8	-7.3	-2.1	-7.0
CC(C)(CC(=O)O)CC(=O)N1CCN(c2nc3ccc(Cl)cc3s2)CC1
→ -3.0	-7.8	11.8	2.3	1.7	.	.	-4.3	.
Cc1ccc(-n2c(SCC(=O)N/N=C/C=C/c3ccccc3[N+](=O)[O-])nc3ccccc3c2=O)cc1
→ -21.4	2.8	4.9	5.6	0.5	-1.2	-0.8	-2.1	-11.3
Cc1ccc(C)c(N2CCN(C(=O)c3cc4ccc5cccnc5c4[nH]3)CC2)c1
→ -32.7	4.8	26.5	5.1	0.8	0.8	5.0	3.5	.
CSc1nnc(C(C)(C)C)c(=O)n1/N=C/c1c(O)ccc2ccccc12
→ 0.6	3.0	16.2	3.5	0.8	3.9	10.8	7.3	6.0
NC(=O)c1ccc(NC(=O)CSC2=Nc3ccccc3C3CC=NN23)cc1 (stereo not drawn)
→ -4.3	-1.2	-14.4	2.2	0.2	0.3	-1.6	-6.5	7.3
Cc1ccccc1NC(=S)N1CCCN(Cc2ccc(F)cc2)C1
→ -4.5	2.0	-15.8	2.7	-0.1	-0.1	-8.9	-4.3	-2.7
Cn1c(/C(C#N)=C(\O)c2ccc([N+](=O)[O-])cc2)nc2ccccc21
→ 1.9	-0.3	12.9	2.5	1.4	-4.2	-2.3	-5.2	7.7
COC(=O)c1ccccc1NC(=O)Nc1cccc(OCc2cc(=O)n3cccc(C)c3n2)c1
→ 7.3	-6.4	11.2	-0.2	-0.3	-0.4	.	1.1	.
CCS(=O)(=O)Nc1ccc(-c2ccc(NS(=O)(=O)CC)c(OC)c2)cc1OC
→ -12.6	1.3	1.5	0.6	-0.2	0.0	-7.3	5.3	11.7
CCOC(=O)C1CCCN(C(=O)CN2C(=O)COc3ccc(C(C)(C)C)cc32)C1 (stereo not drawn)
→ -4.4	-3.3	15.5	-0.6	-0.4	0.3	2.1	1.7	-8.8
O=C(NCCc1ccc(Cl)cc1)C1CCC(CNc2c(N3CCCCC3)c(=O)c2=O)CC1 (stereo not drawn)
→ .	-0.8	3.6	-2.0	-0.6	-0.4	5.1	-5.9	-7.4
CC(=O)c1cccc(NC(=O)CSc2ccc(-c3ccc4c(c3)OCO4)nn2)c1
→ -2.6	3.9	-8.7	-0.1	-0.4	0.1	5.3	4.9	0.2
O=S(=O)(/N=C(/c1ccccc1)N1CCCCCC1)c1ccccc1
→ -11.2	-4.9	-0.1	1.5	-0.3	-0.1	1.9	-3.6	4.5
COc1ccc(-c2ccnc(-c3ccc(OCCCF)cc3)n2)cc1
→ -4.7	-0.6	1.3	7.8	0.9	.	.	-7.8	.
Cc1onc(-c2c(Cl)cccc2Cl)c1C(=O)N1CCN(c2ncccn2)CC1
→ 9.6	-0.7	7.7	12.6	0.3	0.6	8.2	-0.8	-1.9
COc1ccc(CN(CC2CCCO2)S(=O)(=O)c2ccc(-n3cnnn3)c(OC)c2)cc1 (stereo not drawn)
→ -8.0	-1.4	4.3	3.6	-0.9	.	-1.6	1.3	20.3
COc1cc(NC(=O)CSc2nc(=O)n(CCN3CCOCC3)c3c2CCC3)cc(OC)c1
→ -8.1	7.5	-0.4	2.5	-0.4	-1.5	5.1	2.0	-4.0
CC(C)(CC(=O)O)CC(=O)NNc1ncccc1C#N
→ 2.1	-1.3	-1.6	5.6	1.3	.	.	-2.9	.
CCN(CC)S(=O)(=O)c1ccc(NC(=O)c2cc(-c3ccccc3)nc3ccccc23)cc1
→ -6.4	0.8	4.3	4.8	1.0	0.9	-8.6	-7.8	-0.8
Nc1[nH]n(-c2ccccc2)c(=O)c1N=Nc1ccc2c(c1)OCO2
→ -10.6	-6.9	-7.2	1.6	-0.6	0.7	-9.5	-1.0	-3.1
Cc1nc(NC(=O)C2CC2)sc1C(=O)N(C)C
→ -4.9	-4.3	4.3	0.6	-0.9	0.0	5.6	17.9	-2.6
Cc1cc2nnc(SCC(=O)Nc3ccc(Cl)cc3)n2c(N)n1
→ -2.0	-2.7	12.2	0.1	-0.5	0.8	.	2.1	11.0
COC(=O)c1sc2nc(SCc3cccc(Cl)c3)n(N)c(=O)c2c1C
→ -8.8	-2.9	9.1	3.4	0.2	0.5	16.4	7.8	-5.5
CCCOc1ccc(C(=O)NCCC(=O)NCCCC(=O)OCC)cc1
→ 6.8	-4.0	5.1	2.0	-0.2	0.8	-6.1	-10.6	16.7
